Source: PubChem BioAssay
Sm TGR block = inhibitors of Schistosoma mansoni thioredoxin glutathione reductase. Potency, µM (titrated, usually from 114 µM), for the others: at the top dose activity change, negative = inhibition, usual class: inhibitors. purified TGR, DTNB reduction, TNB absorbance 405 nm. Q962Y6. hit rate 3% among 360,000. AID 485364; further: potency means the concentration at half of the fitted maximal effect; nearly all actives have a fitted effect of over 60% in size
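Kinetic colorimetric format: TGR-catalysed, NADPH-driven DTNB reduction monitored via TNB absorbance. Enzyme dispensed at 20 nM; compound exposure 15 min at room temperature before reaction start.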
AmpC inh detg = AmpC beta-lactamase inhibition with detergent present. P00811. AmpC hydrolysis of nitrocefin, absorbance 480 nm, 0.01% Triton. Potency, µM (series often up to 114 µM), without a hit: top-dose activity change, negative = inhibition, hits mostly inhibitors. hit rate 0.041% among 370,000;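 further: potency means the concentration at half of the fitted maximal effect; 0% = no-compound wells and -100% = no-enzyme wells; nearly all actives have a fitted effect of over 25% in size; some results filed as inactive show a strong effect at the top dose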
Target sequence (P00811 whole entry, looked up): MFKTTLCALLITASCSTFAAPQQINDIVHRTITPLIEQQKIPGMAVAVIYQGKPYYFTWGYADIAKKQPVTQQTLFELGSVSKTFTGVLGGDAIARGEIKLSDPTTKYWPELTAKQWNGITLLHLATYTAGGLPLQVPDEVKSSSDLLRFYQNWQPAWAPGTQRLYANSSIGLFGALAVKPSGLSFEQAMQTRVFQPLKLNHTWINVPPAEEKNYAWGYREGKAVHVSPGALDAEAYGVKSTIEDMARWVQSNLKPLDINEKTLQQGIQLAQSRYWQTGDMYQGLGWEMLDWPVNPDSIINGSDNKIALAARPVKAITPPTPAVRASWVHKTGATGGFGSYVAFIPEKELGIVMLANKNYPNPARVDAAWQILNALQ
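AmpC (5.3 nM in the dispensed reagent) in 20 mM phosphate pH 7.0 with 0.01% (detergent screen) or 0.0001% Triton X-100 was preincubated with compounds for 15 min at room temperature. Nitrocefin was then added from an 800 uM solution, and hydrolysis was followed at 480 nm.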
FBPA Giardia inh = inhibitors of Giardia lamblia fructose-1,6-bisphosphate aldolase; A8B2U2; purified Giardia FBPA; Potency, µM (series often up to 59.6 µM), for inactives: at the highest dose activity, negative = inhibition, hits mostly inhibitors; hit rate 0.71% among 290,000; AID 2451; further: potency means the concentration at half of the fitted maximal effect; nearly all actives have a fitted effect of over 55% in size
Target sequence (A8B2U2 whole entry, looked up): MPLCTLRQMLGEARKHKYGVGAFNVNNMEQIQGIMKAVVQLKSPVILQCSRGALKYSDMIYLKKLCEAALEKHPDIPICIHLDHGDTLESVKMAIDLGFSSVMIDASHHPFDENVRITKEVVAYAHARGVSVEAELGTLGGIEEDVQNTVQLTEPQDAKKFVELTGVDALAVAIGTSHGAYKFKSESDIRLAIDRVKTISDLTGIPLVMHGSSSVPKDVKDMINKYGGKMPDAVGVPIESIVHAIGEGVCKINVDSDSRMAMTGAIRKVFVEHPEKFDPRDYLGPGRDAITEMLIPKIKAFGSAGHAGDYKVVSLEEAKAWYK
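Giardia FBPA (40 nM reagent) was preincubated 10 min at RT with compound (up to 57.5 uM final), then substrate plus GAPDH/TPI/NAD/arsenate coupling system with diaphorase/resazurin was added; resorufin fluorescence (525/598 nm) was read after 20 min.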
AMA1-RON2 inh = AMA1-RON2 (P. falciparum) interaction inhibition; AlphaScreen AMA1-biotinylated RON2 peptide binding; Potency, µM (titrated, usually from 58.2 µM), for inactives: at the top dose activity change, negative = inhibition, hits mostly inhibitors; hit rate 0.2% among 360,000; AID 720542;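 further: potency means the concentration at half of the fitted maximal effect; 0% = vehicle wells and -100% = peptide control; nearly all actives have a fitted effect of over 45% in size; some results filed as inactive show a strong effect at the top dose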
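AMA1 (3D7) with his tag at 25 nM final met compounds first, then biotinylated RON2 peptide at 25 nM; detection used donor plus acceptor beads, 10 µg/mL apiece, read by AlphaScreen after 30 min at room temperature.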
AmpC no deterg = AmpC beta-lactamase inhibition without detergent | P00811 | AmpC nitrocefin hydrolysis, absorbance 480 nm, 0.0001% Triton | Potency, µM (top dose mostly 57.1 µM), inactives show at the highest dose activity change, negative = inhibition, hits mostly inhibitors | hit rate 0.52% among 330,000 | AID 485341;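 further: potency means the concentration at half of the fitted maximal effect; plate controls were no compound for no effect and no enzyme for full effect; nearly all actives have a fitted effect of over 20% in size; some results filed as inactive show a strong effect at the top dose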
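AmpC (5.3 nM in the dispensed reagent) in 20 mM phosphate pH 7.0 with 0.01% (detergent screen) or 0.0001% Triton X-100 was preincubated with compounds for 15 min at room temperature. Nitrocefin was then added from an 800 uM solution, and hydrolysis was followed at 480 nm.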
HCMV inh = blocks human cytomegalovirus replication; HFF cells, HCMV-luciferase reporter, 72 h; active compounds read low; activity change, negative = inhibition, % at 57.5 µM; hit rate 4.5% among 410,000; in the data active means activity change below about -60%; inconclusive means no clear call, values can overlap the other calls; inactive means above about -39%
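Inhibition of viral replication was scored as loss of reporter luminescence in HFFs infected with HCMV-luciferase (MOI 1 PFU/cell) for 72 h; compounds tested at 2 doses, normalized to buffer and Salinomycin controls.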
Numbers without * were called inactive; ? = inconclusive; / = no result given; & = joins results of further samples; [ ] = dose if it differs, or a comment. Unless noted, the call rests on the fitted dose curve; in most records, active means well fitted curve in the direction sought with a large enough effect; inconclusive means small, poorly fitted or top-dose-only effect, or another doubt; inactive means no such curve, though single readings can be large; an effect the other way counts as inactive or inconclusive. Unless noted, on the % scale 0 is the no-effect control and ±100 the full control effect.

no.	SMILES	Sm TGR block	AmpC inh detg	FBPA Giardia inh	AMA1-RON2 inh	AmpC no deterg	HCMV inh
1	COc1ccc(OC)c(CCNC(=O)c2cc3c(s2)-c2c(C)cccc2OC3)c1	-16%	19%	/	/	/	-19
2	COc1cc(/C=C2/SC(=S)N(CC(=O)Nc3cccnc3)C2=O)cc(OC)c1OC	-1%	?	15%	2%	-29%	4
3	CCOC(=O)c1c(NC(=O)CSc2nnnn2-c2ccc3c(c2)OCCO3)sc(C)c1C	0%	-10%	7%	13%	-31%	3
4	COc1ccc(NC(=O)C2CCCN2C(=O)NCc2ccccc2)cc1OC (centres undefined)	-5%	-11%	3%	-35%	-17%	6
5	CCc1ccc(CN(Cc2cn[nH]c2-c2ccc(OC)cc2)C(=O)Nc2ccc(Br)cc2)cc1	-10%	22%	/	/	/	-25
6	O=C(COC(=O)Cn1cc(C(F)(F)F)ccc1=O)Nc1ccccc1	-3%	-9%	/	17%	-20%	-20
7	CC(C)[C@H](NC(=O)N1CC(=O)Nc2ccccc21)C(=O)N[C@H](C(=O)O)c1ccccc1	2%	1%	-7%	2%	-12%	-24
8	Cc1cc(S(=O)(=O)N2CCCCC2)ccc1OCC(=O)Nc1ccccc1	6%	2%	-2%	0%	-7%	9
9	COc1ccc(CNC(=S)Nc2ccc3nc(N4CCN(C)CC4)cc(C)c3c2)cc1	-15%	1%	5%	-5%	82%[activator]	-31
10	O=C(OCC(=O)N1CCCCCC1)c1cnc(Cl)c(Cl)c1	-2%	0%	/	9%	-17%	0
11	O=C(CCl)Nc1ccccc1C(=O)NCc1ccccc1	?	?	2%	-10%	-33%	?
12	Cc1ccc(NS(=O)(=O)c2cccc(C(=O)NCC3CCCO3)c2)cc1 (centres undefined)	1%	-21%	/	0%	-25%	-6
13	COc1ccc(NC(=O)N(Cc2ccc(C)cc2)Cc2cccnc2)c(OC)c1	-32%	?	-7%	0%	50%	-17
14	Cc1onc(NC(=O)CSCC(=O)O)c1Br	2%	7%	0%	2%	-2%	-73*
15	Cc1cc(C)c2cc(C=O)c(Cl)nc2c1	-28%	-7%	8%	-5%	-16%	?
16	O=C1C(Cc2ccccc2)C(c2ccccc2)N1c1ccccc1 (centres undefined)	-22%	5%	1%	19%	-58%	-5
17	COc1ccc(C(=O)NCC(=O)NCC(=O)OCC(=O)c2ccc(C)cc2)cc1	8%	-14%	5%	-13%	-14%	27
18	Cc1cc(C(=O)CN2C(=O)C(=O)N(Cc3ccco3)C2=O)c(C)n1CCc1ccc(F)cc1	-12%	3%	/	-14%	-28%	-13
19	CCCCN([C@H](CO)C(C)C)S(=O)(=O)c1ccccc1Br	/	/	/	16%	-22%	-15
20	COC(=O)C(C)n1cnc2c(cnn2-c2ccc(Cl)cc2)c1=O (centres undefined)	-10%	-12%	15%	0%	-12%	15
21	COc1ccc(CCNC(=O)C2CCN(c3nccc(C)n3)CC2)cc1	/	2%	0%	9%	-6%	-38
22	CCC(Cc1ccccc1)NC(=O)Cn1nc(C)n2c(cc3occc32)c1=O (centres undefined)	-1%	26%	/	/	/	-13
23	COc1ccc(OCCOCC(O)CN2CCOCC2)cc1 (centres undefined)	5%	-12%	-10%	-2%	-4%	14
24	C/C(=N\Nc1ccc(S(=O)(=O)Nc2ccc(Cl)cc2)cc1[N+](=O)[O-])c1ccc(N2CCOCC2)cc1	-4%	0%	-2%	-27%	-52%	-30
25	CCc1ccccc1NC(=O)C1C(c2ccccc2)C1(Cl)Cl (centres undefined)	-20%	-12%	-1%	-5%	-55%	-36
26	COc1ccc(NC(=O)Cn2c(=O)n(-c3ccc(Cl)cc3)c(=O)c3c(C)c(C(=O)N(C)C)sc32)cc1Cl	9%	12%	/	/	/	24
27	CN(C)CCCNC(=O)CCc1nc2ccccc2c(=O)[nH]1	-30%	2%	1%	-4%	-4%	-1
28	CC(NC(=O)c1cccc(S(=O)(=O)N2CCc3ccccc32)c1)c1ccco1 (centres undefined)	-4%	10%	/	-8%	-37%	10
29	CCOc1ccc(N2C(=O)C3ON(C)C(c4ccc([N+](=O)[O-])cc4)C3C2=O)cc1 (centres undefined)	-8%	-5%	3%	-2%	-15%	-14
30	Cc1ccc(NC(=O)CSc2nnc3nc(C)cc(C)n23)cc1	-1%	0%	/	/	/	-14
31	Cc1nn2c(nc(N3CCCCC3)c3ccccc32)c1C=O	-2%	0%	-4%	18%	29%	?
32	O=C(O)c1ccc(C[n+]2c(-c3ccccc3)csc2Nc2ccccc2)cc1	-19%	-8%	20%	-7%	-15%	1
33	Cc1ccc(OCc2cc(C(=O)NCCn3cccn3)no2)cc1C	7%	?	/	15%	37%	32
34	O=C(CSCc1ccccc1F)NCc1ccccc1	1%	-10%	1%	-1%	4%	75
35	O=C(Nc1nnc(SCc2ccc(F)cc2)s1)c1ccccn1	3%	11%	?	-36%	-10%	-99*
36	c1coc(-c2nnc(SCc3nc4ccccc4[nH]3)o2)c1	?	?	-26%	6%	-14%	1
37	CCSc1nnc(NC(=O)c2cc(OC)c(OC)c(OC)c2)s1	4%	?	-8%	-4%	20%	16
38	COC(=O)c1ccc(NC(=S)NC(=O)C2CCC2)cc1	?	-4%	/	-4%	-25%	5
39	N#Cc1ccc(Nc2nc(-c3ccc(O)cc3O)cs2)cc1C(F)(F)F	1%	12%	/	-3%	-17%	/
40	O=c1[nH]c(=S)[nH]c(O)c1N=Nc1cc2c(cc1[N+](=O)[O-])OCO2	?	1%	-11%	-27%	-18%	?
41	Cc1cccc(NC(=O)c2cc(S(=O)(=O)N3CCC4(CC3)OCCO4)ccc2F)c1	-9%&7%	-6%&4%	4%	-1%	34%	-6&39
42	C=C(C)C(=O)Nc1cccc(C(C)=O)c1	0%	-1%	3%	-2%	-5%	-8
43	O=C(CSCc1cccc(Cl)c1)OCc1nc2ccsc2c(=O)[nH]1	-12%	-10%	/	0%	-32%	-10
44	COc1ccc(C2CC(=O)N(CC(=O)Nc3ccc(C(F)(F)F)cc3)c3ccccc3S2)cc1 (centres undefined)	8%	23%	/	/	/	-16
45	Cc1ccc(C)c(N2CCN(C(=O)c3nn(C)c4c3CS(=O)(=O)c3ccccc3-4)CC2)c1	5%&0%	-5%&13%	-6%	-15%	38%	-11&-39
46	Cn1nnnc1-c1cc(Br)ccc1NC(=O)c1ccccc1	-12%	-9%	6%	13%	-9%	-11
47	O=C(N/N=C/c1cn[nH]c1-c1ccc(F)cc1)c1ccncc1	4%	-15%	3%	11%	-22%	1
48	COc1ccc(NC(=O)c2ccc3[nH]c(C)cc(=O)c3c2)cc1	1%	18%	/	/	/	-4
49	CCCCn1c(N)c(NCC(C)C)c(=O)[nH]c1=O	-11%	-9%	-6%	6%	-13%	-91*
50	CCCc1cc(=O)[nH]c2nnc(SCC(=O)Nc3nccs3)n12	-2%	0%	/	-16%	-5%	1
51	Cc1noc(C)c1CSc1nnc(-c2ccncc2)n1-c1ccc(Cl)c(Cl)c1	-17%	-10%	8%	-4%	114%[activator]	-32
52	O=C(COC(=O)CCC(=O)c1ccc(Cl)cc1)NCc1ccco1	18µM*	?	-5%	3%	12%	12
53	CCN(CC)C(=O)CC(c1ccc2c(c1)OCO2)c1c(O)cc(OC)cc1OC (centres undefined)	0%	5%	?	-12%	-10%	7
54	CCN(CC)CC(=O)Nc1ccc(/C(C)=N/NC2=NCCN2)cc1	-14%	-1%	3%	14%	-28%	1
55	CCC(C)c1ccccc1N1CC(C(=O)N2CCN(S(=O)(=O)c3ccc(F)cc3)CC2)CC1=O (centres undefined)	1%	?	/	-27%	148%[activator]	2
56	COC(=O)C(C)Sc1nc(NCc2ccccc2)nc(N(C)C)n1 (centres undefined)	-7%	-8%	-2%	1%	-13%	-34
57	COc1cc2c(cc1OC)C(c1ccc3c(c1)OCO3)C1=C(CC(C)(C)CC1=O)N2 (centres undefined)	-1%	0%	-1%	8%	-8%	-21
58	Cc1ccc(Cl)cc1NC(=O)c1cccc(NC(=O)N2CCSc3ncccc32)c1	51%[activator]	-4%	/	/	/	0
59	COc1cc(OC)c(C2CC(=O)N3CN(C)CSC3=C2C#N)cc1OC (centres undefined)	?	?	0.56µM*	-4%	-18%	7
60	CCOc1ccccc1NC(=O)CCSc1nc2n[nH]c(C)c2c(=N)n1-c1ccccc1Cl	5%	0%	1%	80%[activator]	-10%	-18

Sorted by molecular weight (falling): some entries from above.
no.	SMILES	Sm TGR block	AmpC inh detg	FBPA Giardia inh	AMA1-RON2 inh	AmpC no deterg	HCMV inh
58	Cc1ccc(Cl)cc1NC(=O)c1cccc(NC(=O)N2CCSc3ncccc32)c1	51%[activator]	-4%	/	/	/	0
53	CCN(CC)C(=O)CC(c1ccc2c(c1)OCO2)c1c(O)cc(OC)cc1OC (centres undefined)	0%	5%	?	-12%	-10%	7
52	O=C(COC(=O)CCC(=O)c1ccc(Cl)cc1)NCc1ccco1	18µM*	?	-5%	3%	12%	12
47	O=C(N/N=C/c1cn[nH]c1-c1ccc(F)cc1)c1ccncc1	4%	-15%	3%	11%	-22%	1

Next entries:
no.	SMILES	Sm TGR block	AmpC inh detg	FBPA Giardia inh	AMA1-RON2 inh	AmpC no deterg	HCMV inh
61	COc1ccc(CCNc2nc(C)nc3c2oc2ccccc23)cc1OC	1%	-1%	-24%	-3%	125%[activator]	-67*
62	CC(=O)c1cccc(NC(=O)Cn2ccn3nc(-c4ccccc4)cc3c2=O)c1	-1%	2%	/	/	/	-5
63	CCc1ccc(OCC(=O)N(Cc2ccccc2)C2CCS(=O)(=O)C2)cc1 (centres undefined)	-11%	?	3%	5%	66%[activator]	-34
64	CC12CCC(C/C1=N\N=C1\NC(=O)/C(=C\c3ccc(Cl)cc3)S1)C2(C)C (centres undefined)	-7%	0%	5%	-4%[2.32 µM]	-12%	0
65	NC(=O)c1ccc(-c2c(-c3ccccc3)sc3ccccc23)cc1	0%	5%	/	-5%	-21%	-6
66	O=C(NCCCN1CCOCC1)c1cc(-c2ccccc2)on1	5%	0%	5%	17%	-18%	80
67	O=C(CCc1ccccc1)C(=O)N1CCCC(C(=O)c2cccc(Cl)c2)C1 (centres undefined)	-4%	7%	-1%	-2%	29%	-4
68	COc1ccccc1N1CCN(C(=O)c2c(-c3ccccc3Cl)noc2C)CC1	1%	?	5%	-10%	126%[activator]	5
69	COc1ccc(OCCCC(=O)N(C)CC(=O)Nc2c(C)cccc2C)cc1	0%	0%	/	-11%	3%	-25
70	COC(=O)c1cc(OC)c(OC)cc1NCC(=O)Nc1cccc(C(F)(F)F)c1	6%	?	-9%	-10%	33%	?
71	COc1cc2c(cc1OC)C(C(=O)N1CCC3(CC1)OCCO3)C(c1ccccc1F)N(C)C2=O (centres undefined)	-5%	-1%	-8%	-7%	12%	46
